Compound activity (PubChem BioAssay)
MITF TRPM1 inh: reduces MITF-dependent TRPM1 promoter luciferase signal. AID 488899. SK-MEL-5 TRPM1 promoter luciferase, 24 h. 330,000 tested, 0.83% active. inhibition, % at 12.5 µM;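 active = mean inhibition across replicates of 60% or more, whatever share of single replicates reaches that level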; note: values of inactives mirror those of a sister screen read the other way
Peg3 prom inh: reduces Peg3 promoter-driven luciferase expression in HeLa. inhibition, % at 20 µM. 360,000 tested, 1.7% active. HeLa PEG-Prom luciferase reporter, luminescence, overnight;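 active = inhibition of at least 50% at 20 µM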
iPSC survival up: hiPSC single-cell survival enhancement; ATPlite luminescence; 100% = ROCK inhibitor wells, 0% = DMSO; 360,000 tested, 0.044% active; AID 602274; survival enhancement, % at 20 µM; in the data active = survival enhancement above about 18%;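 note: cells exposed to compounds for 16 hours before the ATP read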
TWEAK-Fn14 inh: inhibitors of TWEAK-Fn14 interaction signaling; 360,000 tested, 2% active; TWEAK-stimulated Fn14 reporter cells, luciferase luminescence, 8 h; inhibition, % at 10 µM; AID 1159606; in the data active = inhibition above about 50%
NR2E3 ag-1: activates human photoreceptor nuclear receptor NR2E3. GST-NR2E3/biotin-RetCOR TR-FRET, 1536-well. inhibition of corepressor binding, % at 4.78 µM. 320,000 tested, 0.12% active. AID 2300;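 active = percent inhibition above the cutoff of mean plus 3 SD of all tested compounds, set per screening campaign, cut at about 20% in these data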;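 note: 0% = DMSO wells and 100% = biotin wells as full block of FRET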
Target sequence (Q9Y5X4 whole entry, looked up): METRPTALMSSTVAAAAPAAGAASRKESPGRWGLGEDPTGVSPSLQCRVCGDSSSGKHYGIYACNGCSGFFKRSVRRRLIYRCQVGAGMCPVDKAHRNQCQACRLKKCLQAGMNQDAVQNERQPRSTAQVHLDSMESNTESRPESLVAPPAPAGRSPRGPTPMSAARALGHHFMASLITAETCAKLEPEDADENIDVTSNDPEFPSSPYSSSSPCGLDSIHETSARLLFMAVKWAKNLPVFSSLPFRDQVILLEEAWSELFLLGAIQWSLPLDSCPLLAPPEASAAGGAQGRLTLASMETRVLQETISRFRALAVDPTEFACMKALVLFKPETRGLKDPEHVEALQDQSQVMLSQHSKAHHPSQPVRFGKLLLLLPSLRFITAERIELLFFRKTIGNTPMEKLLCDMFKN
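System: GST-tagged NR2E3 plus biotinylated RetCOR corepressor; Buffer or medium: pH 7.5 Tris-based buffer; Probe or stimulus: RetCOR corepressor, biotinylated, 7 nM; Doses: compound at 4.8 µM, single dose; Schedule: 5 h incubation at 4 °C; Technique: time-resolved FRET; Evaluation: percent inhibition of TR-FRET ratio; Replication: one well per compound, singlicate testing.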
NR2E3 ag-2: activates human NR2E3 receptor; Q9Y5X4; CHO-S Gal4-NCOR/VP16-NR2E3 two-hybrid, luciferase; inhibition of corepressor binding, % at 3.98 µM; 360,000 tested, 0.35% active; AID 602229;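 active = inhibition above the mean of all tested compounds plus 3 SD, cut at about 70% in these data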;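 note: 0% = DMSO with NR2E3 transfected cells and 100% = cells lacking NR2E3 construct; higher means lower luciferase signal from less NR2E3 corepressor binding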
aDG glyco up: alpha-DG glycosylation activation; Pro5-aDG cells, alpha-DG glycosylation AlphaScreen (IIH6); 0% Pro5, 100% B10-LARGE cell signal; activation, % at 10 µM; 360,000 tested, 0.22% active;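 active = activation of at least 8% versus controls, or a plate z-score of at least 8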;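 note: Pro5 are CHO cells carrying HIG-tagged alpha-DG that lacks glycosylation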
Shn3 inh set2: inhibitors of Schnurri-3 3'UTR reporter in osteoblasts | Clone20 osteoblast Shn3 3'UTR firefly luciferase, 24 h | inhibition, % at 12.5 µM | 360,000 tested, 0.52% active | AID 588674;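 active = mean inhibition of at least 75% with every replicate also reaching 75%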;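 note: 0% = median of neutral control wells and 100% = pilot-screen positive control compound; some compounds past the cut are filed as inactive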
CF NFkB block: cystic fibrosis NF-kB activation inhibition; inhibition, % at 5 µM; AID 588850; 360,000 tested, 0.86% active; KKLEB NF-kB-GFP reporter, PAF-induced, GFP fluorescence overnight;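 active = at least 50% inhibition at 5 µM, scaled per plate between neutral and stimulator controls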;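 note: PAF is a Pseudomonas aeruginosa culture filtrate used as stimulus; plate controls were PAF-stimulated DMSO wells for no effect and unstimulated DMSO wells for full effect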
HIF-2a inh: blocks HIF-2a reporter activity; 360,000 tested, 0.72% active; inhibition, % at 18.8 µM; 786-0 RCC cells HIF-2a reporter, luciferase luminescence, overnight;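 active = inhibition of the luminescence signal of 40% or more relative to plate controls, in a single-dose primary screen at 18.75 µM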
KKLEB cytotox: reduces viability of KKLEB cystic fibrosis airway cells. KKLEB CF airway cells viability, ATPlite luminescence, overnight; hits give low values; cells stimulated with P. aeruginosa culture filtrate. 360,000 tested, 0.36% active. activity change (cytotoxicity), % at 5 µM;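 active = corrected activity change at or below -50% at 5 µM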
* marks the source's active call; other numbers are inactive results; / = no result given.

SMILES	MITF TRPM1 inh	Peg3 prom inh	iPSC survival up	TWEAK-Fn14 inh	NR2E3 ag-1	NR2E3 ag-2	aDG glyco up	Shn3 inh set2	CF NFkB block	HIF-2a inh	KKLEB cytotox
CC(=O)OC1COC(n2ccc3ccccc32)C(OC(C)=O)C1OC(C)=O (stereo not drawn)	5	2	-1.1	4	1	-9	-0.2	1	5	23	-11
O=C(CN1C(=O)NC2(CCCCCCC2)C1=O)N1CCOCC1	-2	9	-5.0	-10	-2	-21	0.0	-9	2	3	-10
Cc1cccc(-c2nc3ccccc3c(=O)n2NC(=O)c2cccnc2Cl)c1	-6	-9	-0.6	2	4	27	0.8	10	6	7	2
CCOC(=O)C1CCN(c2ccc([N+](=O)[O-])cc2S(=O)(=O)N2CCOCC2)CC1	7	-6	0.3	8	2	-27	0.0	15	-11	21	-8
O=C(CSc1nnc(-c2ccc(O)cc2)o1)Nc1ccccc1	-44	-213	-0.6	37	1	-138	-0.2	-52	-4	-202	-4
COc1ccccc1-c1cnc(C(O)c2ccc(Cl)c(Cl)c2)[nH]1 (stereo not drawn)	/	30	-1.7	12	/	-12	-0.1	5	8	-6	4
COc1cccc(-c2nn(-c3ccccc3)cc2CNC(C)Cn2cncn2)c1 (stereo not drawn)	-1	-17	-0.6	-1	-3	1	0.1	-6	-5	-10	7
COc1cc(/C=N/NC(=O)c2c(C)nc3ccc(Cl)cn23)cc(OC)c1OC	9	10	0.0	1	/	-7	0.2	-25	-12	13	12
CCOC(=O)N1CCN(C(=O)CNC(=O)C23CC4CC(CC(C4)C2)C3)CC1	-5	-5	0.0	17	0	2	-0.2	-39	15	17	-5
CN(C)c1cc(C(=O)N(C)c2ccccc2)ncn1	/	-8	-0.7	7	/	-8	-0.3	5	10	-20	-10
O=C(Nc1ccc(F)cc1)C1CCN(S(=O)(=O)c2ccc3[nH]c(=O)oc3c2)CC1	-5	0	0.2	-5	0	-27	-0.2	3	8	0	-4
CCOC(=O)C1=C(N)Oc2ccc3ccccc3c2C1c1ccc(O)cc1 (stereo not drawn)	-5	14	0.3	9	-2	-1	-0.1	-12	8	15	0
CN1/C(=C\C(=O)c2cccnc2Cl)C(C)(C)c2ccccc21	-18	-55	-1.6	-14	2	-28	0.3	-8	-6	-85	-17
CCCN(C(=O)CCSc1ccc(F)cc1)c1c(N)n(Cc2ccccc2)c(=O)[nH]c1=O	-4	7	0.5	-4	3	-23	0.3	9	12	13	-6
COC(=O)c1cc(-c2ccc(Br)cc2)c2c(=O)[nH]c(=O)n(C)c2n1	-11	-3	0.2	-44	3	7	0.2	-13	-24	4	-4
Cc1cc(NC(=O)NC2CC(=O)N(c3ccc4c(c3)OCCO4)C2)no1 (stereo not drawn)	-2	7	-0.4	11	-2	5	0.0	-10	9	13	-3
CCc1ccc(CNC(=O)c2ccc(NC(=O)C3=CSCCO3)cc2)cc1	-43	-58	0.3	-20	0	-12	0.1	-3	7	-56	5
Cc1ccc(C)c(NC(=O)c2cc(S(=O)(=O)N3CCOCC3)cn2C)c1	0	3	-0.6	-18	-1	-3	0.3	-2	48	-2	-17
CCn1nnnc1SCC(=O)Nc1ccc2c(c1)OCO2	-24	-58	1.7	-19	-2	-22	-0.1	10	-5	-64	-5
C=CCn1c[n+](CC(=O)c2ccc(Br)s2)c2ccccc21	10	-3	0.0	-10	-8	-19	-0.4	-7	-3	8	3
Cc1ccc(NC(=O)/C(=C/c2ccco2)c2ccccc2)c(C)c1	-1	-6	-0.5	12	0	-41	0.1	0	-7	-16	-1
CSc1ccc(S(=O)(=O)N2CCC(C(=O)NCC3CCCO3)CC2)cc1 (stereo not drawn)	-5	-10	-0.7	-9	1	-17	-0.1	-2	-2	10	-1
CCCCN(C(C)=O)c1ccc2c(c1)C1CC2CCN1Cc1ccccc1 (stereo not drawn)	/	5	1.1	-18	/	5	-0.1	-7	-21	3	5
COc1ccccc1OCC(=O)Nc1ccc2c(c1)OCO2	-44	-145	-0.8	-27	0	-13	-0.1	-33	-8	-231	-7

Among those listed so far, four have a Cl atom.
SMILES	MITF TRPM1 inh	Peg3 prom inh	iPSC survival up	TWEAK-Fn14 inh	NR2E3 ag-1	NR2E3 ag-2	aDG glyco up	Shn3 inh set2	CF NFkB block	HIF-2a inh	KKLEB cytotox
Cc1cccc(-c2nc3ccccc3c(=O)n2NC(=O)c2cccnc2Cl)c1	-6	-9	-0.6	2	4	27	0.8	10	6	7	2
COc1ccccc1-c1cnc(C(O)c2ccc(Cl)c(Cl)c2)[nH]1 (stereo not drawn)	/	30	-1.7	12	/	-12	-0.1	5	8	-6	4
COc1cc(/C=N/NC(=O)c2c(C)nc3ccc(Cl)cn23)cc(OC)c1OC	9	10	0.0	1	/	-7	0.2	-25	-12	13	12
CN1/C(=C\C(=O)c2cccnc2Cl)C(C)(C)c2ccccc21	-18	-55	-1.6	-14	2	-28	0.3	-8	-6	-85	-17

Going on with the list.
SMILES	MITF TRPM1 inh	Peg3 prom inh	iPSC survival up	TWEAK-Fn14 inh	NR2E3 ag-1	NR2E3 ag-2	aDG glyco up	Shn3 inh set2	CF NFkB block	HIF-2a inh	KKLEB cytotox
COc1cc(OC)cc(C(=O)N2CCN(c3ccccn3)CC2)c1	-4	20	-0.1	-1	0	-1	-0.2	1	-18	5	4
CCN(CC)c1ccc(S(=O)(=O)N2CCOCC2)cc1NC(=O)C1CC1	-2	4	1.3	2	1	-5	-0.3	-59	10	5	-3
O=C1c2ccccc2-c2onc3ccc(N4CCCC4)c1c23	28	16	-0.4	1	/	13	-1.2	15	-60	-18	9
O=C(NCc1ccccc1F)C1CCN(S(=O)(=O)c2ccccc2)CC1	1	0	-0.7	11	4	0	0.1	-8	-4	8	5
CN1C(=O)N(CC(=O)N2CCN(c3ccccc3F)CC2)C(=O)C12CCCCC2	1	7	-2.5	0	0	12	0.2	1	-13	-1	25
COc1ccc(Br)cc1CNC(=O)CCc1nc(-c2ccc(C)cc2)no1	3	18	2.0	-2	2	-39	1.1	-3	12	2	-16
OC[C@@H]1CN(CCN2CCOCC2)C[C@H](n2cnc3c(N4CCCC4)ncnc32)O1	/	2	3.8	-10	/	7	-0.1	-6	19	1	-4
Cc1nnc2n(-c3ccccc3)c(=O)c3ccccc3n12	7	2	-0.2	4	2	14	0.0	-8	0	22	8
CCn1c(SCC(=O)N2CC(=O)Nc3ccccc32)nnc1-c1ccoc1C	3	-2	0.0	-1	2	-19	1.4	1	-2	7	5
CCOC(=O)C1CCCN(CCC(C)c2ccccc2)C1 (stereo not drawn)	-10	5	-2.4	19	1	-13	0.0	-18	7	15	5
CN(CC(=O)Nc1c(Cl)cccc1Cl)C(=O)C1CC(=O)N(Cc2ccccc2)C1 (stereo not drawn)	5	-2	0.3	8	-3	-7	-0.1	-15	10	-11	-36
CC(C)n1c(SCC(=O)Nc2nc3c(s2)CCCC3)nc2c1c(=O)n(C)c(=O)n2C	10	42	4.0	35	2	1	-0.1	69	22	23	-5
COc1ccc2[nH]c3c(=S)nc[nH]c3c2c1	-19	-32	-1.7	10	-3	-23	-0.4	-27	-18	-95	2
COc1ccccc1C(=O)NCC1CCN(c2ccc(S(=O)(=O)N3CCOCC3)cc2)CC1	9	12	-0.4	-20	3	3	0.2	40	11	-27	-2
CCOc1ccccc1CN1CCNC(=O)C1CC(=O)N(C)C1CCOCC1 (stereo not drawn)	8	-3	0.0	4	-2	-10	0.0	-1	28	0	-3
CCn1nnnc1SCC(=O)N1CCCc2ccccc21	-4	13	4.2	-21	2	5	0.2	-2	-13	-8	8
CCOC(=O)C1(C)CCCCN1C(=O)c1ccc(N(C)C)cc1 (stereo not drawn)	/	5	-0.8	-8	/	18	0.3	12	6	-5	-4
Cn1cnnc1Sc1ccc(C(=O)NCCC(c2ccccc2)c2ccccc2)cc1[N+](=O)[O-]	15	6	-0.1	18	0	-1	0.3	15	6	12	-14
O=C(Cc1ccc2c(c1)CCCC2)Nc1ccc2ccccc2c1	-2	-195	0.7	-10	0	-44	-0.1	-30	8	-165	5
Nc1nc2nccc(-c3cccnc3)n2n1	5	-4	-2.8	12	2	9	-0.2	-14	-5	15	9
CCCN(Cc1cc2cc(C)ccc2[nH]c1=O)C(=O)c1cccc([N+](=O)[O-])c1	16	20	0.3	3	2	8	0.0	14	-4	10	6
Cc1cc(C)nc(SCc2ccc(C(=O)N/N=C3\CCCC(=O)C3)cc2)n1	4	17	-0.8	-39	0	8	0.0	17	6	10	9
CN(C)C(=O)N1CCC(C(=O)NCc2cccs2)CC1	5	8	2.1	6	-1	7	0.0	15	13	-13	1
Cc1cc([N+](=O)[O-])nn1Cc1ccc(F)cc1	-20	11	-0.3	0	/	-22	-0.2	1	5	13	3
CCC(C)(C)C1CCc2[nH]nc(C(=O)NCC3CC3)c2C1 (stereo not drawn)	-17	-67	-0.6	-16	4	-16	-0.1	-22	21	-111	6
C[C@H](NC(=O)c1ccccc1Cl)C(=O)NCCc1ccc(S(N)(=O)=O)cc1	4	12	-0.3	13	5	-20	-0.1	-29	-7	0	8
O=S(=O)(NCc1ccc(C(F)(F)F)cc1)c1ccc(-n2cnnn2)cc1	-19	2	-0.1	-11	1	-13	-0.2	-8	-11	8	-9
CC(C)(C)C(=O)NC(NC(=S)Nc1ccc(S(N)(=O)=O)cc1)C(Cl)(Cl)Cl (stereo not drawn)	-4	17	0.6	-1	3	7	0.1	11	-1	5	11
O=C(C1=C(O)C(=O)N(CCc2ccccc2)C1c1ccncc1)c1cc2ccccc2o1 (stereo not drawn)	2	3	-0.3	-38	34*	-9	0.0	2	-2	7	-4
Cc1nc(-c2cc(-c3ccc(Cl)cc3)no2)cs1	-8	-160	-0.4	27	-2	-88	0.1	-69	-11	-253	-10
Cc1c(C(=O)NCc2cccc(Cl)c2)sc(=O)n1Cc1ccc(C(=O)N(C)C)cc1	/	-11	0.2	-54	/	11	0.5	-16	-28	-18	-3
O=C(NCc1ccco1)c1ccc(CS(=O)(=O)Cc2ccc(Cl)cc2)o1	0	1	0.7	23	-6	-23	0.1	10	-7	3	0
S=c1[nH]nc(Cc2cccs2)n1-c1cccc2ccccc12	14	11	2.9	-1	2	-5	0.0	-9	-24	24	12
Cc1c(NC(=O)c2ccccc2)c(=O)n(-c2ccccc2)n1C	3	0	-0.2	10	2	-37	-0.3	-6	-3	5	-11
CC1=CC(c2ccc(Cl)cc2)n2nc(NS(=O)(=O)c3ccc(C)cc3)nc2N1 (stereo not drawn)	5	14	3.3	-21	0	-13	0.0	-17	1	25	13
NNC(=O)c1ccc(CSc2cccc3cccnc23)cc1	-5	-34	1.9	-29	-3	2	-0.2	0	9	7	8
COc1ccc(CC(=O)Nc2cccc(S(=O)(=O)N3CCCC3)c2)cc1OC	17	2	0.0	25	-4	46	1.7	64	25	4	4
O=C1C2ON(c3ccccc3)C(c3cccnc3)C2C(=O)N1c1ccccc1 (stereo not drawn)	2	-1	1.2	-1	1	-3	0.0	-11	0	12	-1
